Screening results as filed in PubChem.
IL1B secr inh: inhibitors of inflammasome signaling (IL-1 beta secretion) | THP-1 LPS/ATP IL-1B secretion, AlphaLISA, 16 h; stronger effect = lower value | 4.7% of 360,000 active | AID 743279 | activity change, % at 57.5 µM; in the data active = activity change below about -50%; inconclusive = mostly about -30% to -49%; note: % is set by controls: 0 for no effect and ±100 for the full control effect
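THP-1 cells pretreated 1 hr with compounds (up to 57.5 uM final), then stimulated with LPS (250 ng/mL final) plus ATP (1.25 mM final); secreted IL-1B measured by AlphaLISA after 16 hr, decreased signal indicating inhibition.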
KB-V1 cytotox: KB-V1 MDR subline cytotoxicity; Potency, µM (doses to about 46.1 µM), without a hit: top-dose activity change, negative = cytotoxicity, usual class: cytotoxic; 3.4% of 400,000 active; AID 1347076; KB-V1 MDR cells viability, CellTiter-Glo, 72 h; note: potency is the fitted concentration of half-maximal effect; % is set by controls: 0 for no effect and ±100 for the full control effect; nearly all actives have a fitted effect of over 60% in size
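Cytotoxicity via CellTiter-Glo luminescence after 72 h compound exposure at 37 degrees C. Cells: drug-selected KB-V1 line, DMEM phenol-red free plus 10% FBS. Compounds tested at multiple concentrations; normalized data fitted to concentration-effect curves.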
SW480 rereplic: induces DNA re-replication in SW480 colon adenocarcinoma cells. SW480 DNA re-replication, Hoechst DNA content imaging, 48 h. Potency, µM (series often up to 46.1 µM), without a hit: at the top dose re-replication activation, usual class: activators. 1.8% of 340,000 active. AID 624297; note: potency is the fitted concentration of half-maximal effect; % of control where 0% means no effect; nearly all actives have a fitted effect of over 55% in size
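Image-based DNA-content assay: after two days of treatment, nuclei were labelled with the DNA dye Hoechst and imaged, and hits were compounds raising the count of nuclei showing high fluorescence intensity.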
MCF10A rereplic: inducers of DNA re-replication in MCF 10A breast cells | MCF 10A DNA re-replication, Hoechst nuclear intensity, 48 h | Potency, µM (top dose mostly 46.1 µM), for inactives: at the top dose activity, positive = re-replication, usual class: activators | 2.9% of 350,000 active | AID 624296; note: potency is the fitted concentration of half-maximal effect; % of control where 0% means no effect; nearly all actives have a fitted effect of over 50% in size
WRN helicase inh: blocks human WRN helicase. WRN helicase unwinding, fluorescent forked duplex, kinetic. Potency, µM (doses to about 114 µM), inactives show top-dose activity change, negative = inhibition, usual class: inhibitors. 0.46% of 360,000 active; note: potency is the fitted concentration of half-maximal effect; % is set by controls: 0 for no effect and ±100 for the full control effect; nearly all actives have a fitted effect of over 55% in size
Target sequence (Q14191 whole entry, looked up): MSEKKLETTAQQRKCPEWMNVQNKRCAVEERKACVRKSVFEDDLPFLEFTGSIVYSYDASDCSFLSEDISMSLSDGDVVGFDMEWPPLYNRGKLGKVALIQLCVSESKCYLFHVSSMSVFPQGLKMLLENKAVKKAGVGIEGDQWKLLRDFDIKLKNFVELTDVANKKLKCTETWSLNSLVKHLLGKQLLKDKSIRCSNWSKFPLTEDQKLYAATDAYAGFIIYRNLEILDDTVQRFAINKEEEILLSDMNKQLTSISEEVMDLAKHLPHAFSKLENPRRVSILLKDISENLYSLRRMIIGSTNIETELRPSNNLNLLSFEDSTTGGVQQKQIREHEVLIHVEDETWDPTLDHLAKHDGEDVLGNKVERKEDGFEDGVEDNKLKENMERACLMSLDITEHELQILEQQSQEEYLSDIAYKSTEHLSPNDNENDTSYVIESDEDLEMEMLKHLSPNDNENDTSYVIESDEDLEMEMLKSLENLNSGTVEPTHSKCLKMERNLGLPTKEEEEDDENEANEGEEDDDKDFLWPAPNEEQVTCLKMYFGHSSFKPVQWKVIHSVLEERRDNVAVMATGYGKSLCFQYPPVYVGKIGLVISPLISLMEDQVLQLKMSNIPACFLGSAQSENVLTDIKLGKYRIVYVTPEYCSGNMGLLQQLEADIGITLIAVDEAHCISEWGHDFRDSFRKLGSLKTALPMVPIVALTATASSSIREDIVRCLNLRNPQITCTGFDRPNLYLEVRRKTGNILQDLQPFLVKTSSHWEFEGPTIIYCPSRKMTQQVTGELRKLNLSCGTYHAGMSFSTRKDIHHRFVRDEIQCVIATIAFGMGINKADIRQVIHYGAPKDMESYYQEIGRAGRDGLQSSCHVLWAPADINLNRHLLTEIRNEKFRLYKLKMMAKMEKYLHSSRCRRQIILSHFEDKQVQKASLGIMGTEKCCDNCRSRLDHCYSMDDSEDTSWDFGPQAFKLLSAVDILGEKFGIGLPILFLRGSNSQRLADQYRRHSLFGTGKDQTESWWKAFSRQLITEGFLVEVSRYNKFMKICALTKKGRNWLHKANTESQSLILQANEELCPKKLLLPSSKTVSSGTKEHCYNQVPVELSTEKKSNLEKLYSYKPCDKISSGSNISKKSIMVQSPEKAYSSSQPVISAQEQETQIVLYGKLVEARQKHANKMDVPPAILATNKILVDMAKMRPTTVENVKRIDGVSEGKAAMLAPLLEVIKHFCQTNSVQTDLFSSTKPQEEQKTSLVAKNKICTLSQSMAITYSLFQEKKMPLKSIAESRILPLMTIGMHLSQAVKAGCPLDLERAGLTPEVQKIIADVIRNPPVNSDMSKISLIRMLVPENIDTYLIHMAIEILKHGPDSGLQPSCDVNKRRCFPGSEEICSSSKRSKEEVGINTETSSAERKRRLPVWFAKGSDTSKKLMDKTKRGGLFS
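Kinetic fluorescence helicase assay: unwinding of a quenched forked DNA duplex (100 nM final) with 2 mM ATP final raises red fluorescence (525/598 nm). Compounds sat 15 min at room temperature with 20 nM WRN beforehand.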
ATXN2 expr inh: reduces ATXN2 reporter expression in HEK-293 cells; HEK-293 ATXN2-luciferase reporter, luminescence, 24 h; Potency, µM (titrated, usually from 57 µM), for inactives: at the top dose activity change, negative = inhibition, most hits filed as inhibitors; 0.72% of 360,000 active; note: potency is the fitted concentration of half-maximal effect; % is set by controls: 0 for no effect and ±100 for the full control effect; nearly all actives have a fitted effect of over 55% in size
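ATXN2-luciferase reporter cells (luciferase flanked by upstream and downstream ATXN2 gene portions) were treated 24 h at 37 °C with compounds at up to 57 uM. SteadyGlo luminescence gave expression; GF-AFC fluorescence gave viability.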
KB-3-1 cytotox: KB-3-1 parental cell cytotoxicity; KB-3-1 viability, CellTiter-Glo ATP luminescence, 72 h; Potency, µM (titrated, usually from 46.1 µM), for the others: at the highest dose activity change, negative = cytotoxic, actives largely listed as cytotoxic; AID 1347075; 1.4% of 400,000 active; note: potency is the fitted concentration of half-maximal effect; % is set by controls: 0 for no effect and ±100 for the full control effect; nearly all actives have a fitted effect of over 60% in size
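Luminescent ATP read-out (CellTiter-Glo) measures survival of drug-naive KB-3-1 cells after 72 h compound exposure at 37 °C. Titration series was screened from lowest to highest concentration, with DMSO vehicle plates as background controls.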
HT1080NT lethal: kills 2HG-producing HT-1080-NT fibrosarcoma cells. HT-1080-NT fibrosarcoma viability, CellTiter-Glo ATP luminescence, 48 h. 1.6% of 360,000 active. Potency, µM (top dose mostly 46.1 µM), for the others: top-dose activity, negative = less viability, usual class: cytotoxic. AID 686970;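 note: NT is the 2HG producing partner of a matched IDH1 knockdown line; potency is the fitted concentration of half-maximal effect; 0% = DMSO-treated cells and -100% = media-only wells without cells; nearly all actives have a fitted effect of over 55% in size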
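HT-1080-NT fibrosarcoma cells (2HG-overproducing), 750 cells/well in RPMI with 5% FBS, dosed after 2 h and incubated 48 h at 37C. CellTiter-Glo luminescence normalized to DMSO and no-cell wells; concentration-response curves fitted and classed.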
HT1080 IDH1KD tx: HT-1080 IDH1 knockdown cell toxicity (counter line) | HT-1080 IDH1 knockdown viability, ATP luminescence, 48 h | Potency, µM (series often up to 46.1 µM), for the others: top-dose activity, negative = toxicity, most hits filed as cytotoxic | 2% of 360,000 active | AID 686971;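 note: potency is the fitted concentration of half-maximal effect; 0% = DMSO wells and -100% = cell-free medium wells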
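Knockdown cells (IDH1KD HT-1080) received compounds 2 h after plating at 750 cells/well and were kept 48 h at 37 °C in 5% FBS RPMI. A CellTiter-Glo luminescence read gave % activity for curve fitting.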
The depositor's hits bear a star; ? = inconclusive; nt = no result given; [ ] = remark or other dose. Unless noted, calls come from the whole dose curve; as a rule, active = well fitted curve in the direction sought with a large enough effect; inconclusive = small, poorly fitted or top-dose-only effect, or another doubt; inactive = no such curve, though single readings can be large; an effect the other way counts as inactive or inconclusive.

entry	mol	IL1B secr inh	KB-V1 cytotox	SW480 rereplic	MCF10A rereplic	WRN helicase inh
1	CC(=O)NC1C(=O)N=C(SCC(=O)NC(C)c2ccccc2)NC1=O (stereo unspecified)	0	0%	-9%	4%	1%
2	Cc1cc(C)c2nc(C(F)(F)F)nc(NCCCN3CCCC3=O)c2c1	-4	?	13%	13%	1%
3	COc1cccc2sc(NNC(=O)c3nc4ccccc4s3)nc12	130	-26%	?	?	1%
4	CC1(C(=O)NS(=O)(=O)c2ccccc2)CCN1C(=O)CCc1ccc(Cl)cc1Cl (stereo unspecified)	21	-1%	nt	nt	7%[57.1 µM]
5	Cc1cnc(=O)[nH]c1SCc1cccc([N+](=O)[O-])c1	-6	14%	-14%	-5%	-5%
6	COc1ccc(C(=O)N/C(=C\c2ccccc2)C(=O)Nc2ccc(C(=O)O)cc2)cc1	-5	-17%	-5%	-2%	2%
7	Cc1ccc(S(=O)(=O)Nc2ccc3c(c2)nc(CCN2CCCCC2)n3C)cc1	-92*	3%	?	-1%	-3%
8	C/C(=N\Nc1ccccc1)c1cccc(N)c1	2	0%	4%	7%	-4%

entry	ATXN2 expr inh	KB-3-1 cytotox	HT1080NT lethal	HT1080 IDH1KD tx
1	12%	-4%	0%	9%
2	-5%	-14%	-2%	-6%
3	-39%	?	-22%	?
4	-7%	8%	6%	12%
5	nt	-6%	-6%	0%
6	nt	-19%	0%	0%
7	12%	8%	-26%	?
8	-6%	1%	-5%	-23%

The listing continues:
entry	mol	IL1B secr inh	KB-V1 cytotox	SW480 rereplic	MCF10A rereplic	WRN helicase inh
9	O=C(c1ccccc1)N1N=C(c2ccccc2)CC1(O)C(F)(F)F (stereo unspecified)	1	0%	-14%	12%	-3%
10	Cc1ccc(NC(=O)CNC(=O)Cc2cccc3ccccc23)nc1	22	0%	-3%	4%	5%
11	CC(=O)Nc1ccc(NC(=O)C2CCN(S(C)(=O)=O)CC2)cc1	24	12%	nt	nt	-8%
12	Cc1ccc(S(=O)(=O)c2cc3c(=O)n4ccccc4nc3n(C3CCCC3)c2=N)cc1	11	?	4%	17%	3%
13	O=C(Nc1nnc(C2CCCO2)s1)c1ccc(Br)cc1 (stereo unspecified)	-16	-7%	-20%	-3%	-3%
14	COc1cccc(-n2cnc3sc(C)c(C)c3c2=O)c1	-8	21µM*	-3%	-1%	4%
15	CCC(C)[C@H](NC(=O)N1CCCCC1)C(=O)OC (stereo partly specified)	11	0%	-2%	?	-31%
16	COc1ccccc1N(C)S(=O)(=O)c1ccc(C(=O)OCC(=O)c2c[nH]c3ccccc23)cc1	-3	7%	-1%	26%	-12%

entry	ATXN2 expr inh	KB-3-1 cytotox	HT1080NT lethal	HT1080 IDH1KD tx
9	nt	3%	8%	8%
10	-34%	-8%	2%	2%
11	nt	6%	2%	2%
12	-15%	7%	-5%	-8%
13	64%[activator]	8%	10%	21%
14	21%	-3%	-1%	-1%
15	-4%	10%	16%	16%
16	-6%	-1%	-4%	0%

Next section, overlapping the part above by three compounds.
entry	mol	IL1B secr inh	KB-V1 cytotox	SW480 rereplic	MCF10A rereplic	WRN helicase inh
14	COc1cccc(-n2cnc3sc(C)c(C)c3c2=O)c1	-8	21µM*	-3%	-1%	4%
15	CCC(C)[C@H](NC(=O)N1CCCCC1)C(=O)OC (stereo partly specified)	11	0%	-2%	?	-31%
16	COc1ccccc1N(C)S(=O)(=O)c1ccc(C(=O)OCC(=O)c2c[nH]c3ccccc23)cc1	-3	7%	-1%	26%	-12%
17	Cc1ccc(CNCCNCCO)s1	23	0%	-4%	1%	2%
18	Nc1cc2c(cc1Cl)-c1ccccc1C2	-7	-24%	2%	-2%	-1%
19	O=C(N/N=C1\NC(=O)C(CO)(CO)S1)c1ccccc1	22	12%	-10%	1%	-11%
20	CC(OC(=O)C1=Cc2ccccc2OC1)C(=O)NC1CCCC1 (stereo unspecified)	0	-19%	15%	-5%	-5%
21	CCCc1cc(=O)oc2cc(C)cc(O)c12	-20	13µM*	-5%	?	-5%
22	Cc1ccc(-n2nnnc2SCC(=O)N2CC(=O)Nc3ccccc32)cc1	1	-1%	-2%	2%	-7%
23	CCOC(=O)C1=C(COC(=O)C2CC(=O)N(c3ccc(CC)cc3)C2)NC(=O)NC1C (stereo unspecified)	5	?	-4%	2%	1%
24	CC1CCCN(CCCNC(=O)C2CC(=O)N(CCc3ccccc3)C2)C1 (stereo unspecified)	17	25%	-1%	-2%	-3%

entry	ATXN2 expr inh	KB-3-1 cytotox	HT1080NT lethal	HT1080 IDH1KD tx
14	21%	-3%	-1%	-1%
15	-4%	10%	16%	16%
16	-6%	-1%	-4%	0%
17	-7%	-9%	2%	4%
18	40%[activator]	-10%	5%	10%
19	-15%	11%	15%	10%
20	-17%	-12%	-5%	0%
21	4%	15µM*	-3%	1%
22	0%	2%	0%	1%
23	nt	12%	1%	7%
24	-3%	13%	14%	14%

Other results
entry	mol	IL1B secr inh	KB-V1 cytotox	SW480 rereplic	MCF10A rereplic	WRN helicase inh
25	O=C(NC1CCCc2ccccc21)c1n[nH]c(=O)c2ccccc12 (stereo unspecified)	-8	?	1%	11%	-4%
26	COc1cccc(Oc2nc(-c3ccncc3)nc3ccccc23)c1	?	?	-6%[9.22 µM]	18µM*	-34%
27	CCC1=NC(c2ccccc2)N(O)C1(C)C (stereo unspecified)	-8	?	-1%	-7%	7%
28	O=C(Cn1cnc2cc([N+](=O)[O-])ccc2c1=O)Nc1cccc2ccccc12	24	-4%	-10%	?	-9%
29	C=CC[C@@H](CC(=O)N[C@H](CO)Cc1ccccc1)C(=O)N[C@@H](C)COC(=O)[C@@H](CC=C)CC(=O)OC(C)(C)C	7	0%	-12%	15%	6%
30	Cc1cccc(C)c1NC(=O)C(c1ccccc1)n1c(-c2ccccc2)nc2ccccc21 (stereo unspecified)	-19	?	nt	nt	-3%
31	O=C(CN1C(=O)COc2ccccc21)N1CCN(C2CCCCC2)CC1	19	14%	-8%	2%	5%
32	COc1ccccc1N1CCN(C2CCCN(C(=O)C3=NN(C)C(=O)CC3)C2)CC1 (stereo unspecified)	4	4%	-13%	1%	-3%

entry	ATXN2 expr inh	KB-3-1 cytotox	HT1080NT lethal	HT1080 IDH1KD tx
25	-25%	1%	?	9.2µM*
26	-22%	?	-13%	-10%
27	-12%	9%	2%	0%
28	-21%	-5%	0%	-4%
29	-6%	5%	5%	10%
30	nt	-30%	-22%	-17%
31	22%	11%	8%	-2%
32	16%	18%	9%	-1%

Other compounds follow.
entry	mol	IL1B secr inh	KB-V1 cytotox	SW480 rereplic	MCF10A rereplic	WRN helicase inh
33	CCc1ccc(NC(=O)C(=S)NC2CCCCC2)cc1	-9	-22%	-3%	?	0%
34	O=C(NCCN1CCOCC1)c1ccc(=O)oc1	21	14%	-10%	6%	7%
35	O=C(Nc1ccnc(-c2ccncc2)n1)c1ccccc1Cl	-5	-12%	-1%	-1%	5%
36	Cc1ccccc1CN1C(=O)CSCC1(C)C(=O)NCc1ccccc1 (stereo unspecified)	-15	-9%	nt	nt	2%
37	Cc1ccc(C(=O)NNC(=S)Nc2cccc3ccccc23)s1	38	3%	1%[9.22 µM]	9%	-3%
38	CN(NC1CC(=O)N(c2ccccc2)C1=O)c1ccccc1 (stereo unspecified)	21	-11%	-3%	0%	-1%
39	CCCc1cc(O)c2c(C)cc(=O)oc2c1	-1	-19%	-7%	?	-5%
40	C/C(=N/NS(=O)(=O)c1ccc(Br)cc1)c1ccc(NC(=O)c2ccc(C)o2)cc1	-26	20%	-5%	29%	-14%
41	Cc1cc(NC(=O)c2ccc(Cl)c(S(=O)(=O)N3CCOCC3)c2)no1	14	-2%	-12%	7%	11%

entry	ATXN2 expr inh	KB-3-1 cytotox	HT1080NT lethal	HT1080 IDH1KD tx
33	51%[activator]	-18%	0%	6%
34	1%	-5%	7%	13%
35	nt	-1%	7%	0%
36	nt	6%	8%	8%
37	37%[activator]	8%	-22%	-13%
38	16%	-1%	-1%	3%
39	-14%	-3%	?	?
40	11%	2%	-5%	-4%
41	2%	1%	?	5%

Profiles from above:
`C/C(=N/NS(=O)(=O)c1ccc(Br)cc1)c1ccc(NC(=O)c2ccc(C)o2)cc1` is listed as IL1B secr inh: -26; KB-V1 cytotox: 20%; SW480 rereplic: -5%; MCF10A rereplic: 29%; WRN helicase inh: -14%; ATXN2 expr inh: 11%; KB-3-1 cytotox: 2%; HT1080NT lethal: -5%; HT1080 IDH1KD tx: -4%
`Cc1ccccc1CN1C(=O)CSCC1(C)C(=O)NCc1ccccc1` (stereo unspecified) is listed as IL1B secr inh: -15; KB-V1 cytotox: -9%; SW480 rereplic: nt; MCF10A rereplic: nt; WRN helicase inh: 2%; ATXN2 expr inh: nt; KB-3-1 cytotox: 6%; HT1080NT lethal: 8%; HT1080 IDH1KD tx: 8%
